# Screening results deposited in PubChem BioAssay by National Center for Advancing Translational Sciences (NCATS).
# G9a block: G9a (human) methyltransferase inhibition | Q96KQ7 | G9a H3K9 monomethylation, AlphaScreen, 2 h | Potency, µM (highest dose often 102 µM), without a hit: top-dose activity, negative = inhibition, most hits filed as inhibitors | hit rate 8.8% among 350,000 | AID 504332; note: % is set by controls: 0 for no effect and ±100 for the full control effect; nearly all actives have a fitted effect of over 75% in size
#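 Enzyme 20 nM + cpd, 15 min RT; add b-H3K9 pep 500 nM / SAM 20 uM; 2 h RT; anti-H3K9me1 Ab 0.5 ug/mL + SA donor / anti-rabbit acceptor beads 20 ug/mL each, 10 min; AlphaScreen read.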
# BLM inh: inhibitors of human Bloom syndrome helicase BLM; hit rate 0.2% among 350,000; P54132; Potency, µM (highest dose often 56.1 µM), for the others: at the top dose activity change, negative = inhibition, hits mostly inhibitors; recombinant BLM DNA unwinding, fluorescence dequenching; AID 2528;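 note: plate controls were vehicle for no effect and no enzyme for full effect; nearly all actives have a fitted effect of over 35% in size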
# Target sequence (P54132 whole entry, looked up): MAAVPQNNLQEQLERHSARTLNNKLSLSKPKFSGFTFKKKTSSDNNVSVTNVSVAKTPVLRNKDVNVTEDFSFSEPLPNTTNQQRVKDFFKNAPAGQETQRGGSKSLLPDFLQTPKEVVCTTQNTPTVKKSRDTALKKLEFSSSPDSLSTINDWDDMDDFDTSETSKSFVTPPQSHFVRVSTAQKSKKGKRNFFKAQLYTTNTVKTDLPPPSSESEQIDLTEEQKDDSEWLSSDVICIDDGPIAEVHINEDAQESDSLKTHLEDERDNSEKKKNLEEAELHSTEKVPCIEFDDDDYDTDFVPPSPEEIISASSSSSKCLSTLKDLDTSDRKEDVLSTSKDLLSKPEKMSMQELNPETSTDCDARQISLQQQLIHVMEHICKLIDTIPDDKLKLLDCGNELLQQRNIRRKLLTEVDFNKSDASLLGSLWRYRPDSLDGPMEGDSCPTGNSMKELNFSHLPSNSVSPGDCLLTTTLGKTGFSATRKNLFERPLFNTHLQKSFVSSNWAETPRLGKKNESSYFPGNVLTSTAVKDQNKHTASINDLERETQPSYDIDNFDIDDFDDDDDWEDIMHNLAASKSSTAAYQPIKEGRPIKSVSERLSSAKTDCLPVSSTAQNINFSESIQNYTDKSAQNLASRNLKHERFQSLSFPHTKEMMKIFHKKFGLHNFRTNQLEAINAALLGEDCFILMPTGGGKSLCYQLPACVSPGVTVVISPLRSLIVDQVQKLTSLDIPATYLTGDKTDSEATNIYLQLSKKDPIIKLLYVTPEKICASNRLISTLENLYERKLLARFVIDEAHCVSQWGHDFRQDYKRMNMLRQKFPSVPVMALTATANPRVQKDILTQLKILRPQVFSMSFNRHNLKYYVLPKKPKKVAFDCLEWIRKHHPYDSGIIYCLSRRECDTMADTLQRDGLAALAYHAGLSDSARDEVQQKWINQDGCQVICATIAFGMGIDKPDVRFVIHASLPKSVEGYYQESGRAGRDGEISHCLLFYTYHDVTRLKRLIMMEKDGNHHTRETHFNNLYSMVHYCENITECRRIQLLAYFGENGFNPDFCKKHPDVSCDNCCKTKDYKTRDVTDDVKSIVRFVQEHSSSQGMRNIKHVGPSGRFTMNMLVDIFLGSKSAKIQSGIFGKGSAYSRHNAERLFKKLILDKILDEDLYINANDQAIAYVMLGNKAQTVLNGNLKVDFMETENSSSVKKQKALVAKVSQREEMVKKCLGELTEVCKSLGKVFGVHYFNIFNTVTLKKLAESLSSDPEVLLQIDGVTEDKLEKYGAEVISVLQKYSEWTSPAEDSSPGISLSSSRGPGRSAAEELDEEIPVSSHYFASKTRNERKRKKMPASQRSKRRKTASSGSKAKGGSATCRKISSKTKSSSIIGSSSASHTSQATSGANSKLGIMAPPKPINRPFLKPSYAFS
# APE1 inh: APE1 (human) endonuclease inhibition. Potency, µM (highest dose often 65.8 µM), without a hit: at the highest dose activity change, negative = inhibition, hits mostly inhibitors. hit rate 0.35% among 350,000. P27695. AID 2517. recombinant APE1, TAMRA/BHQ-2 abasic DNA cleavage fluorescence;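 note: plate controls were vehicle for no effect and reference inhibitor for full effect; nearly all actives have a fitted effect of over 55% in size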
#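 Activity was derived from the fluorescence gain between first and third kinetic reads (60 s intervals, ex 525/em 598 nm) after 50 nM THF-abasic TAMRA/BHQ-2 duplex was added to 0.75 nM APE1 preincubated 15 min with compound.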
# Anesthetic bind: candidate novel general anesthetic via apoferritin binding; Potency, µM (top dose mostly 77.5 µM), for the others: at the top dose activity change, negative = displacement, most hits filed as inhibitors; AID 485281; P02791; hit rate 0.074% among 350,000; apoferritin/1-aminoanthracene competitive binding, fluorescence; note: % is set by controls: 0 for no effect and ±100 for the full control effect; nearly all actives have a fitted effect of over 20% in size
#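 Concentration-response curves derived by four-parameter Hill fitting of normalized fluorescence, where compounds displaced 1-AMA from 10 uM horse apoferritin following a brief 10 min room-temperature incubation; propofol titration acted as positive control.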
# Pol beta inh: inhibitors of human DNA polymerase beta. hit rate 1.3% among 340,000. AID 485314. Pol beta primer extension/strand displacement, fluorescence kinetic. Potency, µM (titrated, usually from 114 µM), without a hit: at the highest dose activity change, negative = inhibition, usual class: inhibitors; note: % is set by controls: 0 for no effect and ±100 for the full control effect
#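 Enzyme-only controls used 10 nM Pol beta; buffer lacking enzyme served as negative control. Compound preincubated 15 min, then 50 nM substrate added; 0 and 10 min reads at room temperature.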
# Pol eta inh: blocks human DNA polymerase eta activity | recombinant Pol eta, fluorescent DNA replication assay | Potency, µM (highest dose often 114 µM), for inactives: top-dose activity change, negative = inhibition, usual class: inhibitors | hit rate 1.2% among 390,000; note: % is set by controls: 0 for no effect and ±100 for the full control effect
#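 Pol eta at 10 nM preincubated with compounds 15 min at room temperature; reaction started with fluorescent substrate (50 nM final) and read kinetically at 0 and 10 min.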
# POLI inh: blocks human DNA polymerase iota activity; Q9UNA4; Pol iota fluorescent replication assay, 10 min; Potency, µM (highest dose often 115 µM), inactives show at the top dose activity, negative = inhibition, usual class: inhibitors; hit rate 1% among 390,000
#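 Fluorescent replication assay read twice, at 0 min and 10 min after adding 50 nM (final) substrate. Enzyme (10 nM) and compounds were first incubated 15 min at room temperature; enzyme-free buffer wells were negative controls.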
# BAZ2B block: BAZ2B (human) inhibition. Potency, µM (doses to about 114 µM), for the others: at the top dose activity change, negative = inhibition, most hits filed as inhibitors. AID 504333. hit rate 4.4% among 360,000. AlphaScreen BAZ2B-H3K14Ac peptide displacement; note: % is set by controls: 0 for no effect and ±100 for the full control effect; nearly all actives have a fitted effect of over 60% in size
#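 Complex of BAZ2B and biotin-H3K14Ac (50 nM apiece) forms over 30 min at RT, then faces library compounds up to 110 uM for another 30 min; AlphaScreen beads added, 20 min dark incubation, luminescence read.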
# Pol kappa inh: blocks human DNA polymerase kappa activity | hit rate 0.53% among 400,000 | purified Pol kappa, fluorescent DNA synthesis assay, 10 min | Potency, µM (top dose mostly 107 µM), for the others: at the highest dose activity, negative = inhibition, most hits filed as inhibitors | Q9UBT6; note: % is set by controls: 0 for no effect and ±100 for the full control effect
#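 Kinetic fluorescence screen: compound preincubated 15 min RT with 10 nM enzyme; 50 nM substrate (final) initiates; reads at 0/10 min.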
# The depositor's hits bear a star; ? = inconclusive; . = no result given; & = joins results of further samples; [ ] = dose if it differs, or a comment. Calls come from the whole dose curve; as a rule, active = well fitted curve in the direction sought with a large enough effect; inconclusive = small, poorly fitted or top-dose-only effect, or another doubt; inactive = no such curve, though single readings can be large; an effect the other way counts as inactive or inconclusive. Potency is the fitted concentration of half-maximal effect. These rows are one share of the data (hit frequency here may not be typical).
SMILES,G9a block,BLM inh,APE1 inh,Anesthetic bind,Pol beta inh,Pol eta inh,POLI inh,BAZ2B block,Pol kappa inh
Cc1cc(C)cc(C(=O)Nc2cccc(-c3nc4ncccc4o3)c2C)c1,6%[59 µM],-1%,.,-3%,2%,-14%,25%,1%,-1%
CCCNC(=O)c1ccc2c(=O)c(O)c(-c3ccc(Cl)c([N+](=O)[O-])c3)[nH]c2c1,-2%[59 µM],-6%,-3%,-7%,1%,7%,-3%,-15%,-8%
CCOC(=O)c1c(C)[nH]c(C(=O)OCC(=O)N2CCCC2=O)c1C,?,.,12%,.,.,-21%,20%,-7%,-13%
CCOc1ccc(OCC)c(NC(=O)CN(c2ccc(C)cc2)S(=O)(=O)c2c(C)noc2C)c1,?,-12%,-5%,55%[activator],-18%,-14%,-15%,-23%,-11%
CCn1ccnc1CN1CCN(CCC(C)C)C(CCO)C1 (stereo not drawn),5%,-1%,-1%,-2%,23%,-1%,26%,-3%,-1%
CC(C)(C)NC(=O)c1ccccc1NC(=O)C1CC(=O)N(C2CCCCC2)C1 (stereo not drawn),8%,2%,-5%,-3%,38%,-13%,16%,-2%,-8%
O=c1[nH]c(-c2ccccc2F)nc2c1sc(=S)n2Cc1ccccc1,?,-3%,1%,-9%,7%,4%,?,10%,-15%
CCOC(=O)CC(NC(=O)CCc1c(C)nc2c(c1C)c(=O)n(C)c(=O)n2C)c1ccc(OCC)c(OC)c1 (stereo not drawn),6%[59 µM],0%,.,2%,-1%,-25%,43%[activator],-12%,-4%
O=C(Nc1ccccc1)Nc1cc([N+](=O)[O-])ccc1F,-6%[59 µM],0%,-9%,-14%,27%,-13%,33%[activator],-5%,2%
Cc1ccc(Oc2nc3ccccn3c(=O)c2/C=C(\C#N)C(=O)Nc2c(C)n(C)n(-c3ccccc3)c2=O)cc1,-17%,2%,0%,-5%,2%,-7%,7%,7%,4%
COc1ccc(C2=NOC3(CC(=O)N(c4ccc5ccccc5c4)C3=O)C2)c(OC)c1 (stereo not drawn),?,0%,?,-16%,50µM*,-23%,?,?,-44%
CCCCNC(=O)COC(=O)c1cc(F)c(F)cc1Cl,.,1%,0%,-14%,24%,-4%,25%,5%,-9%
O=C(CCC(=O)N1CCN(C2CCCCC2)CC1)Nc1nnc(C(F)(F)F)s1,?,-1%,-3%,-7%,?,-13%,25%,-5%,-5%
CCN(CC(=O)NC(C)C)C(=O)[C@H](C)NC(=O)c1ccc(Br)cc1,5%,-7%,-2%,-13%,-13%,3%,149%[activator],-11%,-9%
Cc1noc(/C=C/c2cccs2)c1S(=O)(=O)N1CCC(C(=O)NCc2ccccc2Cl)CC1,5%[59 µM],0%,.,4%,19%,-13%,2%,.,-3%
O=C1c2ccccc2NC(c2ccccc2)N1NS(=O)(=O)c1ccccc1 (stereo not drawn),4%,-3%,0%,33%[activator],-9%,4%,7%,21%,-5%
Cc1noc(NC(=O)c2ccccc2)c1C#N,?,-4%,-1%,7%,0%,-23%,5%,7%,-3%
Cn1c(=O)oc2ccc(C(=O)CSc3nnnn3-c3ccccc3)cc21,-4%[59 µM],1%,3%,-20%,-5%,7%,10%,-2%,-14%
c1ccc(CCC2CCCCN2Cc2nc(-c3ccc4c(c3)OCO4)no2)nc1 (stereo not drawn),-76%,-4%,-3%,-10%,1%,-13%,6%,-23%,-7%
CCOC(=O)C(NC(=O)c1ccccc1)(N1CCCC1=O)C(F)(F)F (stereo not drawn),11%[59 µM],1%,27%,-11%,-15%,6%,5%,0%,4%
CCCOc1ccc(NC(=O)CC2C(=O)N(CC)C(=S)N2CCCN2CCN(Cc3ccccc3)CC2)cc1 (stereo not drawn),-20%[59 µM],-9%,1%,-10%,3%,-27%,-21%,?,-9%
Cc1ccc(-n2c(=O)c3c(c4cc(C)ccc4n3C)n(CC(=O)c3ccc(Cl)cc3)c2=O)cc1,1%[59 µM],-1%,.,2%,0%,-20%,5%,-6%,-8%
O=C(Cc1cccs1)Nc1cc(SCCO)cc([N+](=O)[O-])c1,18%,2%,1%,-13%,0%,-13%,-2%,-32%,-4%
CCC(=O)c1ccccc1OCCCCn1cncn1,8.9µM*,-9%,25%,-7%,4%,1%,-20%,28µM*,-2%
Cc1ccc(-c2noc(CN(C(=O)Cc3ccccc3)C(C)C)n2)cc1,11%[2.33 µM],-6%,-2%,?,-20%,-11%,-17%,2%,-3%

# The last two entries of the part above are carried over, then new ones follow.
SMILES,G9a block,BLM inh,APE1 inh,Anesthetic bind,Pol beta inh,Pol eta inh,POLI inh,BAZ2B block,Pol kappa inh
CCC(=O)c1ccccc1OCCCCn1cncn1,8.9µM*,-9%,25%,-7%,4%,1%,-20%,28µM*,-2%
Cc1ccc(-c2noc(CN(C(=O)Cc3ccccc3)C(C)C)n2)cc1,11%[2.33 µM],-6%,-2%,?,-20%,-11%,-17%,2%,-3%
O=S(=O)(NC(=S)NC1CCCCC1)c1ccccc1,25µM*,2%,3%,-4%,-13%,-11%,-13%,-36%,2%
O=C(c1ccccn1)c1conc1C(=O)c1ccc(Br)cc1,15%[59 µM],-8%,-5%,-23%,3%,-14%,3%,13%,-8%
O=C(NCc1ccccc1F)C1CCCN1C(=O)Nc1cccc(F)c1 (stereo not drawn),15%,0%,22%,0%,31%,-4%,-13%,-6%,-8%
O=C(COc1ccc(S(=O)(=O)NC2CCCC2)cc1)N1CCCCCC1,0%[12.7 µM],-1%,-1%,-5%,-1%,-7%,17%,6%,-12%
CC(=O)c1cnc(-c2cccc(Cl)c2)s1,-4%,-1%,?,-11%,109%[activator],-6%,13%,-15%,6%
CC(C)CCn1c(=O)c2ccccc2n2c(CN(C)Cc3ccccc3)nnc12,?,-9%,0%,-13%,3%,-3%,2%,6%,-2%
O=C(COC(=O)/C=C/c1cccc(Cl)c1)Nc1ccc2[nH]c(=O)[nH]c2c1,32µM*,.,23%,.,.,-2%,83%[activator],-5%,-4%
O=C(CSc1n[nH]c(=O)[nH]c1=O)Nc1ccc2c(c1)C(=O)c1ccccc1C2=O,.,13µM*,?,-10%,2.8µM*,8.9µM*,?,50µM*,-42%
CC1=N/C(=C\c2ccc([N+](=O)[O-])cc2)C(=O)N1c1cc(Cl)ccc1C,?,2%,?,-8%,1%,-2%,29%,?,-6%[60.1 µM]
Cc1c(Cl)cccc1NC(=O)C(=O)NCC(c1cccnc1)N1CCN(c2ccccc2)CC1 (stereo not drawn),5%[59 µM],-4%,.,-4%,-12%,4%,2%,7%,-12%
CCCc1[nH]nc2c1C(c1cccc(OC(=O)c3ccco3)c1)C(C#N)=C(N)O2 (stereo not drawn),?,-2%,-6%,-20%,-18%,-19%,23%,-36%,-4%[60.1 µM]
Cc1ccc(NC(=O)C(=O)NCC2CCCN2S(=O)(=O)c2cccs2)c(C)c1 (stereo not drawn),-24%,.,-12%,.,.,-6%,6%,9%,-12%
Cc1cc(C)cc(-n2nnc(-c3nsc(NC(=O)c4ccccc4Cl)n3)c2C)c1,-48%[59 µM],-21%,.,?,7.9µM*,?,?,-6%,-11%
C/C(=N\NC(=O)c1c(C)nc2ccccn12)c1ccc(O)cc1O,28%,-3%,1%,17%,4%,-21%,?,1.8µM*,-7%
COc1ccccc1NC(=O)c1ccc2nc(-c3ccccc3)c(-c3ccccc3)nc2c1,-6%[59 µM],-3%,8%,-10%,31%,-12%,40%[activator],-1%,-9%
COc1ccc(-c2n[nH]c3c2CN(C(=O)c2ccc(OC)c(OC)c2)CC3)cc1,15%,3%,44%,-18%,-1%,-8%,-11%,-26%,-7%
CN1CCN(C(CNC(=O)c2ccc(F)cc2)c2ccc3c(c2)OCO3)CC1 (stereo not drawn),4%[59 µM],1%,.,-7%,2%,-14%,26%,3%,-6%[60.1 µM]
CN(C)c1ccc(C(CNS(=O)(=O)c2ccc([N+](=O)[O-])cc2)N2CCOCC2)cc1 (stereo not drawn),-3%[0.501 µM],.,34%,.,.,-20%,25%,?,0%
CNC(=O)[C@H]1O[C@@H](n2cnc3c(NCc4cccc(I)c4)ncnc32)[C@H](O)[C@@H]1O,?,.,41%&-7%&13%,-10%&-1%,.,1%,23%,4%,-6%[60.1 µM]
COc1ccc(CNc2nc(-c3ccccc3)nn2C(=O)c2ccc([N+](=O)[O-])cc2)cc1,?,-4%,2%,-10%,-8%,-17%,10%,?,-6%
O=C(NC1CCN(S(=O)(=O)c2ccc(F)cc2)CC1)c1ccco1,18%,-5%,-16%,3%,49%,-6%,23%,?,-17%
CCN(C(=O)CSc1ccc2ccccc2c1)C1CCS(=O)(=O)C1 (stereo not drawn),6%[59 µM],7%,-1%,2%,-1%,-12%,13%,-4%,-15%
O=C(Nc1ccccc1C(=O)NCCCN1CCOCC1)c1cccc([N+](=O)[O-])c1,30%,1%,45%,-11%,9%,-9%,10%,-17%,0%
CCOC(=O)c1c(C)[nH]c(C(=O)NNC(=O)c2ccc(C(C)(C)C)cc2)c1C,-5%,1%,5%,?,-1%,-12%,-9%,-22%,7%
COc1ccccc1CNC(=O)CCc1c(C)nc2cc(-c3ccccc3OC)nn2c1C,9%[59 µM],-9%&3%,-11%,-13%&-5%,-8%&21%,-1%&-11%,-10%&8%,0%&-7%,-4%&-18%
COc1ccc(N=Cc2ccc(CNS(=O)(=O)c3ccc(Cl)cc3)o2)cc1,12%[12.7 µM],-5%,10%,?,40%,-6%,15%,-32%,-21%
COC(=O)c1ccccc1N=Nc1c(C)n[nH]c1C,.,-3%,-3%,0%,42%,-17%,-10%,-23%,5%
C=CCNc1nc(N2CCOCC2)c(C#N)c2c1CN(C)CC2,-20%,0%,4%,103%[activator],1%,-4%,-5%,2%,3%

# 5 of the entries above in order of the APE1 inh value, rising.
smiles	APE1 inh
O=C(NC1CCN(S(=O)(=O)c2ccc(F)cc2)CC1)c1ccco1	-16%
O=C(c1ccccn1)c1conc1C(=O)c1ccc(Br)cc1	-5%
O=S(=O)(NC(=S)NC1CCCCC1)c1ccccc1	3%
CCOC(=O)c1c(C)[nH]c(C(=O)NNC(=O)c2ccc(C(C)(C)C)cc2)c1C	5%
COc1ccccc1NC(=O)c1ccc2nc(-c3ccccc3)c(-c3ccccc3)nc2c1	8%
